# MsrA inh: inhibits bovine methionine sulfoxide reductase A | AID 651718 | 0.75% of 360,000 active | inhibition, % at 15.5 µM | purified bovine MsrA, absorbance read-out; in the data active means inhibition above about 4.5%;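 further: 0% = vehicle wells with enzyme and 100% = reference inhibitor wells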
# LMPTP inh: blocks human LMPTP phosphatase; P24666; AID 651560; inhibition, % at 20 µM; 0.22% of 360,000 active; recombinant LMPTP-A, OMFP fluorogenic substrate, fluorescence intensity;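 active means compounds that cut the enzyme signal by at least half of the control window in the single-dose screen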;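 further: plate controls were DMSO wells with enzyme plus substrate for no effect and substrate without enzyme for full effect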
# Target sequence (P24666 whole entry, looked up): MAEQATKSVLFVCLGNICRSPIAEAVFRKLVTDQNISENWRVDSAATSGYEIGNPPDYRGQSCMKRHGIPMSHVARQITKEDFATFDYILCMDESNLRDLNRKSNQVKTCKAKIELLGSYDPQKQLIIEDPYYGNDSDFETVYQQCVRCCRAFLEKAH
#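 Assay system: LMPTP-A, protein tyrosine phosphatase of low molecular weight / Medium: pH 6.0 Bis-Tris buffer with DTT and Triton X-100 / Schedule: 50 min enzyme reaction at room temperature, protected from light / Measured by: endpoint fluorescence intensity from OMFP dephosphorylation / Read-out basis: % inhibition relative to no-enzyme and uninhibited control wells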
# SUMO1-SIM PPI: alters human SUMO1 binding to SIM partners. inhibition, % at 20 µM. 0.33% of 360,000 active. P63165. SUMO1 binding to a labelled peptide, TR-FRET, 1 h; in the data active means inhibition above about 37%
# Target sequence (P63165 whole entry, looked up): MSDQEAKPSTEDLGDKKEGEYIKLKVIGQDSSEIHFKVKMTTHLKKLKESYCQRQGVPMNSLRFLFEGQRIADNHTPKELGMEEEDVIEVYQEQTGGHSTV
# Tb MetRS inh: Trypanosoma brucei MetRS inhibition | purified T. brucei MetRS, ATP depletion, Kinase-Glo luminescence | inhibition, % at 11.9 µM | 0.4% of 360,000 active;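 active means inhibition above a per-plate cutoff of the control wells' mean inhibition plus 3 SD, cut at about 5.5% in these data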;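 further: 0% = DMSO wells median and 100% = median of wells with control inhibitor compound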
#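 technique = Kinase-Glo luminescence, ATP depletion format | system = purified MetRS (methionyl-tRNA synthetase) enzyme from Trypanosoma brucei | timing = 15 min preincubation, 2 h reaction, all 25 °C | evaluation = percent inhibition versus plate control medians | dosing = single dose, 11.9 µM final nominal, 0.9% final DMSO | also added = substrates ATP, L-methionine and bulk Escherichia coli tRNA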
# Rpn11 inh: Rpn11 (human) deubiquitinase inhibition; O00487; calls only at 20 µM; 0.59% of 360,000 active; human 26S proteasome, Ub4-pepOG fluorescence polarization; 20S core pre-blocked with epoxomicin;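 active means inhibition at 20 µM, scaled to each plate's controls, above about 33%, limit read from the data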
# Target sequence (O00487 whole entry, looked up): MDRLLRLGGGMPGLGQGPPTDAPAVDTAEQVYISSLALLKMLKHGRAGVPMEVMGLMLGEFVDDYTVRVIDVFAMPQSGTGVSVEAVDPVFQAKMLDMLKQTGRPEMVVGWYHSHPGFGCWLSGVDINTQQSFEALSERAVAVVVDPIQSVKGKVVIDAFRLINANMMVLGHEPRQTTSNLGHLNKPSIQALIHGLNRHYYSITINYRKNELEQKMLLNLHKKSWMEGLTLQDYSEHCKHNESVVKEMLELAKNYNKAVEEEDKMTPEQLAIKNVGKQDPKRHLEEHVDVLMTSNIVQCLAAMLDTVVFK
# NadD inh: inhibitors of Staphylococcus aureus NadD. 0.78% of 360,000 active. inhibition, % at 20 µM. purified NadD enzyme, colorimetric absorbance read-out; in the data active means inhibition above about 26%; further: some compounds past the cut are filed as inactive
# Scp-1 inhibitor: inhibitors of human Scp-1 phosphatase. Recombinant Scp1, phosphopeptide, malachite green phosphate absorbance. AID 493091. inhibition, % at 20 µM. Q9GZU7. 0.88% of 340,000 active;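 active means inhibition above about 50% at 20 µM, limit read from the data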;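 further: plate controls were DMSO wells with enzyme for no effect and wells lacking enzyme for full effect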
# Target sequence (Q9GZU7 76-261 limits assumed): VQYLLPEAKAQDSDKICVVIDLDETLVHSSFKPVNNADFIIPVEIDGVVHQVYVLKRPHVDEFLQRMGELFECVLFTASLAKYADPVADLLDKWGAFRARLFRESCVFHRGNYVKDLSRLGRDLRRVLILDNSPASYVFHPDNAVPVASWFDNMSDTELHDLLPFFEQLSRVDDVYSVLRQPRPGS
#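 Material: truncated SCP-1 phosphatase (76-261aa) / Buffer or medium: 50 mM Tris acetate pH 5.5, 0.005% Tween-20, 10 mM MgCl2 / Compound dosing: one concentration, 20 µM, with 1.0% DMSO / Incubation: 45 min room-temperature reaction, 5 min colour, 30 min stabiliser / Detection: colorimetric free-phosphate detection, absorbance 630 nm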
# DNMT1 inh: blocks human DNA methyltransferase DNMT1; P26358; DNMT1 molecular beacon, Hinp1I cleavage, fluorescence; inhibition (reported as % activation of signal), % at 10 µM; 0.83% of 360,000 active; AID 588458; in the data active means inhibition above about 50%
# CSN inh: CSN deneddylation inhibition; Q92905; Purified CSN, SCF-Nedd8-OG deneddylation, fluorescence polarization; inhibition, % at 12.5 µM; 0.38% of 360,000 active;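 active means pattern-corrected inhibition above about 35%, with an unprinted fluorescence ratio check between 0.5 and 1.5, limit read from the data, passing the limit was not always enough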;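 further: 0% = enzyme with substrate and 100% = substrate without enzyme; some results filed as inactive read as strong as hits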
#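 Material: human Csn5 produced in HEK293T cells; Input: enzyme 0.24 nM; Reagent: SCFSkp2-Nedd8OG substrate at 10 nM final; Dosing: 12.5 µM compound; Incubation: 90 min reaction at room temperature; Detection: fluorescence polarization of the substrate; Evaluation: % inhibition of substrate cleavage by Csn5; Control set: substrate-only high control, full reaction low control.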
# STEP inh: blocks human striatal-enriched tyrosine phosphatase. P54829. recombinant STEP, OMFP fluorogenic substrate, fluorescence. inhibition, % at 20 µM. 0.25% of 360,000 active. AID 588621;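 active means inhibition at 20 µM, scaled per plate between control wells, above about 37%, limit read from the data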;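 further: 0% = DMSO with enzyme and substrate and 100% = substrate only without enzyme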
#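 Also added – OMFP at 25 µM · Test system – STEP tyrosine phosphatase · Technique – FITC-channel fluorescence of OMFP product · Schedule – 20 min at room temperature, dark · Evaluation – control-normalized % inhibition with plate pattern correction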
# * hit, by the source's call; i = inactive; . = no result given.
SMILES,MsrA inh,LMPTP inh,SUMO1-SIM PPI,Tb MetRS inh,Rpn11 inh,NadD inh,Scp-1 inhibitor,DNMT1 inh,CSN inh,STEP inh
COc1ccc(C2c3ccc4ccccc4c3Oc3ncn(CCO)c(=N)c32)cc1 (configuration not stated),.,2.6,-28,-1.4,i,0,1,-7,8,3
COc1ccc(N2CCN(C(C)C(=O)N3CC(C)OC(C)C3)CC2)cc1 (configuration not stated),-0.2,-1.2,1,-1.2,i,-3,-3,3,-1,1
CNC(=O)c1cc2cc(OC)ccc2n1CCN(Cc1ccccc1)Cc1ccccc1,0.1,2.0,34,-0.8,i,0,4,-9,2,-1
COc1ccc(CNC(=O)CN(Cc2ccc(Cl)cc2)C(=O)c2csnn2)cc1,0.0,-1.1,3,0.1,i,1,-1,0,-3,0
COc1ccc(CCN2C(=O)N[C@@H](CCC(=O)O)C2=O)cc1,-0.7,-1.2,1,0.1,i,-4,11,0,4,0
Cc1cc(C)cc(NC(=O)CN2CCC(NC(=O)Cc3ccccc3)CC2)c1,-0.8,0.7,-1,0.3,i,-6,-6,-3,0,0
O=c1c(-c2ccc(O)cc2)coc2cc(OC3OC(CO)C(O)C(O)C3O)ccc12 (configuration not stated),-0.5,0.5,4,-0.2,i,-1,-11,1,-7,1
CCc1ccc(NC(=O)N(CCN2CCOCC2)C2CCN(C(C)=O)CC2)cc1,0.5,-2.1,-4,-1.2,i,5,-1,-2,3,-1
CCOc1cccc(-c2nnc(SCC(=O)Nc3ccc(OC)c(OC)c3)n2N)c1,-0.3,-1.7,-2,-0.1,i,-3,6,-1,2,1
Cc1cc(/N=C/N(C)C)on1,-0.4,-0.7,-1,-0.5,i,1,-6,1,-3,0
C[C@H](NC(=O)c1ccc(C(C)(C)C)cc1)C(=O)N1CCN(C/C=C/c2ccccc2)CC1,0.1,0.1,-4,-0.3,i,-3,-8,-8,5,4
FC(F)(F)c1cc(Oc2ccccc2)ncc1-c1nnc(-c2ccccc2Cl)o1,2.2,5.3,4,-0.2,i,6,-15,3,4,2
CN(C)C(/C=C/Nc1ccc(F)cc1F)=C(C#N)C#N,0.5,-1.8,-1,-0.1,i,1,-3,-1,-1,0
COCCOC(=O)C1=C(C)N=c2s/c(=C\c3cccs3)c(=O)n2C1c1cccs1 (configuration not stated),-0.7,0.6,-15,-0.7,i,0,0,-12,3,2
O=C(Cn1c(CC(=O)N2CCCC2)nc2ccccc21)NCc1ccccc1,-0.1,-0.6,1,-0.3,i,-6,-1,-3,1,-8
CS(=O)(=O)c1ccc(C(=O)OCC(=O)NNC(=O)COc2ccc(Cl)cc2)cc1,0.1,1.9,-6,-0.2,i,6,24,-1,6,2
Cc1cccc2[nH]c3c(N4CC=C(c5ccc(F)cc5)CC4)ncnc3c12,1.8,2.1,-12,3.8,i,14,7,-12,5,2
Cc1ccc(C(=O)Nc2nc(-c3ccc([N+](=O)[O-])cc3)cs2)o1,-1.4,11,-8,-0.8,i,1,-10,51*,-11,-3
COc1ccc(OC)c(NC(=O)CNC(=O)Cn2cnc3sc(C)cc3c2=O)c1,-0.5,-0.2,-4,-0.1,i,1,1,5,-4,-3
Clc1cccc(Cl)c1CO/N=C/c1c(-c2ccccc2)nc2n1CCS2,1.8,10.0,-2,0.2,i,13,20,-3,2,1

# Taken from above for reference:
SMILES,MsrA inh,LMPTP inh,SUMO1-SIM PPI,Tb MetRS inh,Rpn11 inh,NadD inh,Scp-1 inhibitor,DNMT1 inh,CSN inh,STEP inh
CCOc1cccc(-c2nnc(SCC(=O)Nc3ccc(OC)c(OC)c3)n2N)c1,-0.3,-1.7,-2,-0.1,i,-3,6,-1,2,1
Cc1cc(/N=C/N(C)C)on1,-0.4,-0.7,-1,-0.5,i,1,-6,1,-3,0
C[C@H](NC(=O)c1ccc(C(C)(C)C)cc1)C(=O)N1CCN(C/C=C/c2ccccc2)CC1,0.1,0.1,-4,-0.3,i,-3,-8,-8,5,4
FC(F)(F)c1cc(Oc2ccccc2)ncc1-c1nnc(-c2ccccc2Cl)o1,2.2,5.3,4,-0.2,i,6,-15,3,4,2
CN(C)C(/C=C/Nc1ccc(F)cc1F)=C(C#N)C#N,0.5,-1.8,-1,-0.1,i,1,-3,-1,-1,0
COCCOC(=O)C1=C(C)N=c2s/c(=C\c3cccs3)c(=O)n2C1c1cccs1 (configuration not stated),-0.7,0.6,-15,-0.7,i,0,0,-12,3,2
O=C(Cn1c(CC(=O)N2CCCC2)nc2ccccc21)NCc1ccccc1,-0.1,-0.6,1,-0.3,i,-6,-1,-3,1,-8
CS(=O)(=O)c1ccc(C(=O)OCC(=O)NNC(=O)COc2ccc(Cl)cc2)cc1,0.1,1.9,-6,-0.2,i,6,24,-1,6,2
Cc1cccc2[nH]c3c(N4CC=C(c5ccc(F)cc5)CC4)ncnc3c12,1.8,2.1,-12,3.8,i,14,7,-12,5,2
Cc1ccc(C(=O)Nc2nc(-c3ccc([N+](=O)[O-])cc3)cs2)o1,-1.4,11,-8,-0.8,i,1,-10,51*,-11,-3
COc1ccc(OC)c(NC(=O)CNC(=O)Cn2cnc3sc(C)cc3c2=O)c1,-0.5,-0.2,-4,-0.1,i,1,1,5,-4,-3
Clc1cccc(Cl)c1CO/N=C/c1c(-c2ccccc2)nc2n1CCS2,1.8,10.0,-2,0.2,i,13,20,-3,2,1

# (further entries)
SMILES,MsrA inh,LMPTP inh,SUMO1-SIM PPI,Tb MetRS inh,Rpn11 inh,NadD inh,Scp-1 inhibitor,DNMT1 inh,CSN inh,STEP inh
COCCCNc1nc2c(c(=O)n(Cc3ccc(OC)cc3)c(=O)n2C)n1C,0.4,-0.7,7,-0.4,i,-4,-10,-4,-6,2
CC(OC(=O)c1ccc([N+](=O)[O-])s1)C(=O)Nc1ncc(Cl)cc1Cl (configuration not stated),1.4,0.1,39,-0.3,i,7,-9,29,23,2
O=C(CSc1nnc(CNc2ccc(F)cc2)n1Cc1ccccc1)NCc1ccco1,-0.4,-0.4,0,-1.7,i,0,-7,-4,3,-5
CCc1nnc(NC(=O)CSc2ncc(-c3ccccc3)n2C)s1,-1.1,-0.7,0,-0.2,i,-3,-5,2,-5,-5
CC(=O)c1ccc(OCC(=O)N(CCC2=CCCCC2)c2c(N)n(Cc3ccccc3)c(=O)[nH]c2=O)cc1,-0.4,1.7,-5,-0.1,i,9,-7,0,3,2
COc1ccc(C2/C(=C(/O)c3ccc4c(c3)CC(C)O4)C(=O)C(=O)N2CCCn2ccnc2)cc1 (configuration not stated),1.5,7.6,-9,-0.1,i,17,-5,-3,7,0
Brc1ccc(-c2nc(N/N=C/c3cccnc3)c3ccccc3n2)cc1,1.2,5.2,-6,-2.9,i,-6,-1,-4,4,4
CC(=O)Nc1ccc(NS(=O)(=O)c2ccc3c(c2)n(C)c(=O)n3C)cc1,-0.9,1.6,24,-0.4,i,-1,-2,-4,1,1
N#Cc1ccsc1NC(=O)CSc1ncnc2ccccc12,0.7,14,20,-1.6,i,16,35,21,1,4
Cc1nn(-c2ccccc2)c(Cl)c1/C=N/Nc1ccc(S(=O)(=O)Nc2ccccc2C(=O)O)cc1[N+](=O)[O-],0.6,43,21,-1.4,i,20,0,100*,-2,8
COc1ccc(CNC(=O)c2nn(C)c3c2CS(=O)(=O)c2ccccc2-3)cc1,-0.3,0.5,-1,-0.1,i,-12,-11,1,0,-2
NC(=O)c1cc(Cl)ccc1OCC(=O)NC1CC1,-0.3,-2.9,-1,-0.1,i,4,-10,1,3,3
COc1ccccc1Nc1nc2cc(C)ccc2cc1C#N,-1.0,-0.2,-18,-0.9,i,0,-9,10,-2,0
CCOC(=O)c1c(NC(=S)Nc2ccccc2)sc2c1CCN(CC)C2,2.7,0.2,-17,0.0,.,3,1,-4,31,7
CCCOc1ccc(C(=O)Nc2ccc(N(C)C)cc2)cc1,1.2,-1.9,-2,-0.2,i,1,-5,-17,1,3
CC(=O)OC1OCCOC1NC(=S)Nc1cccc(C(F)(F)F)c1 (configuration not stated),-0.4,1.3,0,0.2,i,3,-7,-1,-6,2
CC(=O)NC12CC3CC(C1)CC(C(=O)N(C)CC(=O)Nc1ccccc1Cl)(C3)C2,0.0,-0.5,4,-0.5,i,-7,-1,0,0,1
CC(Nc1nc(-c2ccc(F)cc2)cs1)c1nc2cc(C(F)(F)F)ccc2n1CCOCCO (configuration not stated),-0.2,2.0,1,-0.5,i,1,-2,-21,6,0
COCC(=O)N1CCC(Oc2ccc(C(=O)NC(C)c3nccs3)cc2)CC1 (configuration not stated),0.0,-1.5,2,-0.1,i,2,-8,1,-1,-1
Cc1ccc(N(C)C(=O)N2CCN(S(=O)(=O)c3c(C)cc(C)cc3C)CC2)cc1,-0.7,4.1,3,-0.3,i,0,-2,-7,-3,4
CCC1(c2ccccc2)NC(=O)N(CC(=O)NCc2ccc(C)cc2)C1=O (configuration not stated),-0.5,0.6,-5,-0.7,i,-1,-9,0,-5,-1
COC(=O)c1cn(CC(=O)N2CCCCC2C)c2ccccc12 (configuration not stated),-0.6,-1.6,3,-0.9,i,3,1,5,-4,-6
O=C(Nc1ccccc1C(=O)N1CCOCC1)C1CC(=O)N(C2CCCC2)C1 (configuration not stated),-1.7,-0.7,1,-0.4,i,-6,0,16,5,-4
CCC1CCCCN1C(=O)CSc1nc(N)cc(N)n1 (configuration not stated),-0.2,1.5,6,-1.1,i,-2,49,4,-3,-1
CC(=O)c1cc2c(cc1NS(=O)(=O)c1cccc(C(=O)O)c1)OCO2,2.5,-0.2,-1,-0.6,i,1,4,0,-2,-2

# Screens from PubChem.
